# aSyn rescue = qHTS of alpha-syn Inhibitors; Yeast expressing alpha-synuclein, growth rescue, BacTiter-Glo, 24 h; hit rate 0.14% among 370,000; AID 652106, 2013; Potency, µM (top dose mostly 46.1 µM), without a hit: at the highest dose growth rescue (activation), hits mostly activators; also: % of control where 0% means no effect; nearly all actives have a fitted effect of over 65% in size
#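 Screening used galactose-induced yeast with toxic alpha-synuclein levels, exposed to compound for 24 hr at 30 deg C. Cell growth, read with BacTiter-Glo luminescence, gave the measured signal.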
# PTHR1 agonist = qHTS for PTHR1 Agonists: Primary Screen | Parathyroid hormone/parathyroid hormone-related peptide receptor (Homo sapiens), Q03431 | HEK293 GP2 PTHR1 cells, GloSensor cAMP luminescence, 1 h | Potency, µM (titrated, usually from 115 µM), inactives show at the highest dose activation, usual class: activators | hit rate 0.075% among 410,000 | AID 743266, 2014; also: nearly all actives have a fitted effect of over 55% in size; some results filed as inactive show a strong effect at the top dose; inactives centre near -15; many of its hits are not listed in these tables
#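 HEK-293-derived GP2 cells expressing PTHR1 and a GloSensor cAMP reporter, 3,000/well, plated overnight, given luciferin plus IBMX (each 0.5 mM as added) for 1 h at 37 °C, then compound for 1 h at 37 °C. Luminescence was read after 15 min at room temperature.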
# FUS yeast rescue = qHTS for Suppressors of FUS Proteinopathy: Primary screen using FUS-linked yeast assay; S. cerevisiae FUS-expressing, growth rescue, OD600, 24 h; Potency, µM (top dose mostly 76.6 µM), for inactives: at the top dose growth rescue (activation), most hits filed as activators; hit rate 0.24% among 390,000; AID 1347120, 2019;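 also: plate controls were DMSO vehicle for no effect and reference control for full effect; nearly all actives have a fitted effect of over 55% in size; some results filed as inactive show a strong effect at the top dose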
#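 Cultures pregrown in 2.5% raffinose medium are shifted to minimal medium containing 2% galactose to express toxic FUS. Compounds are tested at several concentrations. After 24hr at 30C, growth is quantified at 600 nm absorbance.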
# EPAC2 ag = qHTS for Agonist of cAMP-regulated guanine nucleotide exchange factor 4 (EPAC2): primary screen; EPAC2 activation, biochemical qHTS; response scale: 100% = 6.5 mM cAMP response; Potency, µM (series often up to 154 µM), inactives show at the highest dose activation, usual class: activators; hit rate 0.079% among 360,000; also: nearly all actives have a fitted effect of over 50% in size
# Target sequence (Q8WZA2 whole entry, looked up): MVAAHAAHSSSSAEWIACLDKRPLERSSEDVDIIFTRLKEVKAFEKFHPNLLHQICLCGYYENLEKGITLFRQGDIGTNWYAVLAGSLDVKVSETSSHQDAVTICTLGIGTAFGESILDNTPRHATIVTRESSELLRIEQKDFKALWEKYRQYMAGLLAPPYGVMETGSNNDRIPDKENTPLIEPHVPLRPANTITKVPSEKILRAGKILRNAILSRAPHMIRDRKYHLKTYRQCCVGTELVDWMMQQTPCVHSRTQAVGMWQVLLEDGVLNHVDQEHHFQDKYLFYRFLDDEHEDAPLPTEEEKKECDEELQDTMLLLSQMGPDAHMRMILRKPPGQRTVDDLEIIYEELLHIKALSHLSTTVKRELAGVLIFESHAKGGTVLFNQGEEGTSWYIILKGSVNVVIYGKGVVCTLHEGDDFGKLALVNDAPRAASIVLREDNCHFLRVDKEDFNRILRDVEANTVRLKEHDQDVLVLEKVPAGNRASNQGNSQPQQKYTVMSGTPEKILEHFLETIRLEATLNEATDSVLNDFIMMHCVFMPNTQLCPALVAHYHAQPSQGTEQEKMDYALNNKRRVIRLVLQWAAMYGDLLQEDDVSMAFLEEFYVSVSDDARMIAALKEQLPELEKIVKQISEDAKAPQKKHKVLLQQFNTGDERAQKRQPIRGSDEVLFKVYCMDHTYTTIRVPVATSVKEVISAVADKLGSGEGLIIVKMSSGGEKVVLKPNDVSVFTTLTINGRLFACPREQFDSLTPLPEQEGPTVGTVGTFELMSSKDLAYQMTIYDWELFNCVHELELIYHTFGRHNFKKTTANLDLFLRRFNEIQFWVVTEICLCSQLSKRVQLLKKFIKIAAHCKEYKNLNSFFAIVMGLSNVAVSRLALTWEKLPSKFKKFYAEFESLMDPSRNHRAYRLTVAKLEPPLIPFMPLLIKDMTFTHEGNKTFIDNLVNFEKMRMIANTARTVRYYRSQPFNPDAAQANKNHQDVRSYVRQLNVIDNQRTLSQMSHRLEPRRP
#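 Setup: EPAC2 100 nM, labeled Rap1B complex 250 nM, free GDP 50 uM. Compound titrations pinned in, brief spin, 5 min room temperature incubation. Kinetic fluorescence read over 30 min, normalized to 6.5 mM cAMP.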
# EPAC1 agonist = qHTS for Agonist of cAMP-regulated guanine nucleotide exchange factor 3 (EPAC1): primary screen; Rap guanine nucleotide exchange factor 3 (Homo sapiens), O95398; EPAC1 agonist qHTS, biochemical assay; response scale: 100% = response to 6.5 mM cAMP; Potency, µM (top dose mostly 154 µM), without a hit: top-dose activation, usual class: activators; hit rate 0.073% among 360,000; also: nearly all actives have a fitted effect of over 60% in size
#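 EPAC1 100 nM, Rap1B–BODIPY-GDP 250 nM, unlabeled GDP 50 uM; compound titration; 5 min RT; kinetic read ex480/em540 at 5-min intervals ×30 min; data normalized to 6.5 mM cAMP agonist control.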
# TDP43 rescue = qHTS of TDP-43 Inhibitors; Potency, µM (series often up to 46.1 µM), for the others: top-dose growth rescue (activation), most hits filed as activators; TDP-43 expressing yeast growth rescue, BacTiter-Glo, 24 h; AID 652104, 2013; hit rate 1.8% among 410,000; also: % of control where 0% means no effect; nearly all actives have a fitted effect of over 50% in size
#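 Yeast expressing TDP-43 (pregrown in raffinose, seeded at OD600=0.02 in galactose medium) exposed to compounds 24 hr at 30 deg C. Growth read by BacTiter-Glo luminescence; rescue of toxicity appears as increased signal.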
# EPAC1 antag = qHTS for Antagonist of cAMP-regulated guanine nucleotide exchange factor 3 (EPAC1): primary screen. Rap guanine nucleotide exchange factor 3 (Homo sapiens), O95398. EPAC1 GEF assay, Rap1b-BODIPY-GDP exchange fluorescence. AID 720709, 2013. hit rate 0.14% among 360,000. Potency, µM (series often up to 115 µM), without a hit: at the top dose activity change, negative = inhibition, most hits filed as inhibitors;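 also: plate controls were vehicle for no effect and positive control for full effect; nearly all actives have a fitted effect of over 50% in size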
# EPAC2 antag = qHTS for Antagonist of cAMP-regulated guanine nucleotide exchange factor 2 (EPAC2): primary screen. Rap guanine nucleotide exchange factor 4 (Homo sapiens), Q8WZA2. EPAC2 GEF exchange of Rap1B-BODIPY-GDP, fluorescence. Potency, µM (highest dose often 114 µM), for inactives: at the highest dose activity, negative = inhibition, most hits filed as inhibitors. hit rate 0.18% among 360,000; also: % is scaled to controls: 0 for no effect and ±100 for the full control effect; nearly all actives have a fitted effect of over 45% in size; many of its hits are not listed in these tables
# The depositor's hits bear a star; i = inactive; ? = inconclusive; . = not tested or not shown; & = joins results of further samples; [ ] = another dose, or the depositor's remark. Calls follow the shape of the dose curve; as a rule, active = well fitted curve in the direction sought with a large enough effect; inconclusive = small, poorly fitted or top-dose-only effect, or another doubt; inactive = no such curve, though single readings can be large; an effect the other way counts as inactive or inconclusive. Potency is read from the fitted curve at half-maximal effect.
SMILES,aSyn rescue,PTHR1 agonist,FUS yeast rescue,EPAC2 ag,EPAC1 agonist,TDP43 rescue,EPAC1 antag,EPAC2 antag
CC(OC(=O)c1ccc(Cl)c(S(=O)(=O)N2CCOCC2)c1)C(=O)Nc1ccc(S(N)(=O)=O)cc1 (configuration not stated),1%,i,19%,5%,2%,-9%,-18%,-9%
O=C(OCC#CCSc1nnc(-c2ccccc2)o1)c1cccs1,16%,-9%[57.5 µM],26%,11%,20%,10%,3%,0%
Cc1ccc(N2CCN(S(=O)(=O)N3CCCCC3)CC2)cc1Cl,1%,-7%,.,-2%,6%,?,-6%,4%
CC(C)(C)c1ccc(S(=O)(=O)NC(=O)C2(C)CCN2C(=O)c2cccc3ccccc23)cc1 (configuration not stated),-6%,-11%,34%,-2%,0%,20µM*,-14%,-7%
CCCCOP(=O)(c1ccc(N(C)C)cc1)C(Nc1ccccc1)c1ccccc1 (configuration not stated),13%,-27%,.,-4%,-2%,0%,-23%,-7%
CCOC(=O)N1CCN(C(=O)c2cccn3c(=O)c4c5c(sc4nc23)CCCC5)CC1,-13%,i,-14%,-18%,-3%,-15%,-21%,-5%[57.1 µM]
Cn1c(SCc2ccccn2)nc2c1c(=O)[nH]c(=O)n2C,-4%,i,-28%,4%,0%,-9%,1%,-11%
CCn1cc(C(=O)NCC2CCCO2)c(=O)c2cc(S(=O)(=O)N(C)C)ccc21 (configuration not stated),-1%,-14%,0%,-5%,1%,6%,-6%,12%
O=C(O)CCC(=O)N1N=C(c2c(-c3ccccc3)c3cc(Cl)ccc3[nH]c2=O)CC1c1ccccc1 (configuration not stated),1%,i,?,-7%,5%,-9%,-8%,-12%
O=C(NCc1nnc2c(C(F)(F)F)cc(Cl)cn12)c1ccco1,0%,0%,-16%,6%,8%,1%,6%,2%
COc1ccc(-c2cc3nc(NCCN4CCCC4)n(C)c(=O)c3s2)cc1OC,-5%,i,11%,6%,-5%,19%,-14%,19%
Cc1ccc(C2CC(=O)Nc3cc4c(cc32)OCCO4)s1 (configuration not stated),2%,-17%[57.5 µM],15%,1%,-4%,-3%,-6%,-1%
O=C(c1ccco1)N(Cc1cccc(Br)c1)C1CCS(=O)(=O)C1 (configuration not stated),0%,16%,2%,6%,12%,-1%,-2%,8%
COc1ccc(C2CC(=O)N(C)c3ccccc3S2)cc1OC (configuration not stated),12%,i,10%,6%,-4%,?,-9%,-5%
O=C(Cn1nnc2ccccc21)N/N=C\C=C\c1ccccc1,3%,i,-15%,-11%,-1%,18%,-13%,-13%
CC(NC(=O)CCNC(=O)c1ccc(Br)cc1)c1ccc(-n2ccnc2)cc1 (configuration not stated),-3%,i,-1%,-8%,-1%,12%,6%,6%
Cc1[nH]n(S(=O)(=O)Cc2ccccc2)c(=O)c1N=Nc1ccccc1Cl,-3%,i,18%,16%,-5%,-6%,-11%,-1%
Cc1ccc(NC(=O)C(C)OC(=O)Cn2[nH]c(=O)c3ccccc3c2=O)cc1 (configuration not stated),-2%,-9%,10%,-1%,-5%,0%,-2%,2%
COc1ccc(-c2cn(CCC(=O)NCc3ccc(C)cc3)c(-c3ccncc3)n2)cc1,-1%,-3%,5%,4%,-20%,-24%,-5%,9%
O=C(c1ccco1)N1CCN(S(=O)(=O)c2cccc([N+](=O)[O-])c2)CC1,-1%,-21%,12%,9%,-9%,10%,-14%,16%
CN(C(=O)CN1C(=O)/C(=C/c2ccc(Cl)cc2)SC1=S)C1CCS(=O)(=O)C1 (configuration not stated),-3%,-29%,-10%,-3%,1%,17%,4%,-4%
CC1Cc2ccccc2N1CC(=O)Nc1ccc2c(c1)OC(F)(F)O2 (configuration not stated),15%,i,29%,15%,10%,20%,-6%,-9%
CCN1C[C@@H]2[C@@H]3C(=O)N(Cc4ccccc4)C(=O)[C@@H]3[C@](Cc3ccccc3)(C1=O)N2C(=O)c1ccc(Br)cc1,2%,-1%,21%,10%,-2%,-1%,-4%,3%
CCCn1c(N)c(N(CCOC)C(=O)c2ccc(N(C)S(=O)(=O)c3ccc(C)cc3)cc2)c(=O)[nH]c1=O,-3%,i,4%,15%,5%,-12%,-9%,7%
O=C(Nc1cccc(C(=O)O)c1)/C(=C\c1ccc(F)cc1)NC(=O)c1ccco1,1%,i,-1%,4%,12%,2%,8%,12%
COC(=O)C1=C(N)N(c2ccccc2C(F)(F)F)C2=C(C(=O)CCC2)C1c1ccc2c(c1)OCO2 (configuration not stated),3%,i,19%,7%,-10%,9%,-3%,-7%
OC(c1ccccc1)(c1nc(-c2ccc3ccccc3c2)cs1)C(F)(F)F (configuration not stated),17%,-20%,-16%,16%,-14%,-8%,-12%,-16%
CCCCc1ccc(S(=O)(=O)N2CCN(C(=O)c3ccco3)CC2)cc1,-1%,-37%[inhibitor],8%,16%,14%,6%,-27%,9%
CCNc1nc(NCC)nc(C(=O)OCCO)n1,0%,i,-20%,6%,15%,18%,2%,1%
COc1ccc(N=C2SC(CC(=O)Nc3ccccc3)C(=O)N2CC2CCCO2)cc1 (configuration not stated),9%,-25%[57.5 µM],15%,5%,9%,-1%,-11%,-7%
CCN(CC)C(=O)CSc1nnc(-c2ccco2)o1,-8%,-9%,3%,16%,5%,-12%,-3%,3%
Nc1cc(N)nc(CS)n1,-1%,i,-7%,1%,15%,-23%,15%,3%
Cc1cn(-c2cc(C(=O)Nc3ccc(C)c(NC(=O)C(=O)c4c[nH]c5ccccc45)c3)cc(C(F)(F)F)c2)cn1,1%&-4%,i,?,-6%&-15%,-24%&-1%,19%&20%,0%&-20%,7%&-7%
COCCCn1cc(CN2CC(N3CCN(Cc4cccc(C)c4)CC3)CS2(=O)=O)nn1 (configuration not stated),-1%,i,-18%,10%,-4%,18%,8%,2%
Cc1ccccc1N/C(=N/S(=O)(=O)c1cc(F)ccc1F)c1ccccc1,6%,-7%,-1%,13%,-1%,29%,-9%,-17%
CCCCCCC1CCC(C(=O)Nn2c(C)nc3ccccc3c2=O)CC1 (configuration not stated),-31%[inhibitor],i,2%,-14%,-4%,-11%,2%,3%
NC(=O)C1CCN(C(=O)C23CC4CC(CC(C4)C2)C3)CC1,0%,-9%,5%,11%,-3%,4%,-1%,-10%
O=C(CSc1nc(-c2ccco2)cc(C(F)(F)F)n1)NCCc1ccccc1,6%,i,21%,-20%,-21%,8%,-4%,?
Fc1ccc(-c2nc3ccc(Cl)cn3c2Cc2ccsc2)cc1,-9%,i,8%,6%,9%,0%,-6%,-2%
COc1ccccc1/C=C\C(=O)NCC(=O)N/N=C/c1cccc(OC)c1O,-3%,-7%,16%,-3%,-5%,0%,-8%,22%
CCCSc1nnc(-c2ccccc2NC(=O)CC)c(=O)[nH]1,10%,?,7%,8%,3%,-9%,2%,-3%
CCCCCCCCCCCCCC(=O)O,2%,16%,6%,-10%,-44%[inhibitor],-30%[inhibitor],-22%,-9%
O=C(CSc1nnc(Nc2ccccc2)s1)Nc1cccnc1Cl,0%,-9%,.,0%,10%,-4%,-2%,0%
CCOC(=O)C1CCCN(C(=O)CN2C(=O)/C(=C/c3ccc(OC)cc3)Oc3ccccc32)C1 (configuration not stated),-6%,-18%,?,8%,2%,24%,-13%,13%
COC(=O)CNC(=O)/C=C/c1ccc(OC)cc1,-5%,i,-8%,5%,4%,-8%,5%,6%

# Record cards (already shown). Order of screens: aSyn rescue	PTHR1 agonist	FUS yeast rescue	EPAC2 ag	EPAC1 agonist	TDP43 rescue	EPAC1 antag	EPAC2 antag
# Results for `O=C(CSc1nnc(Nc2ccccc2)s1)Nc1cccnc1Cl` → 0%	-9%	.	0%	10%	-4%	-2%	0%
# Results for `COC(=O)CNC(=O)/C=C/c1ccc(OC)cc1` → -5%	i	-8%	5%	4%	-8%	5%	6%

# (listing goes on)
SMILES,aSyn rescue,PTHR1 agonist,FUS yeast rescue,EPAC2 ag,EPAC1 agonist,TDP43 rescue,EPAC1 antag,EPAC2 antag
Cc1nc2ccc(NC(=O)CSc3ccccc3)cc2s1,-37%[inhibitor],-34%[inhibitor],-5%,17%,7%,7%,-11%,-8%
CCCCn1c(N)c(N(CC)C(=O)CSCc2c(C)noc2C)c(=O)[nH]c1=O,-1%,2%,.,-2%,7%,-1%,-11%,-1%
CCCC(=O)Nc1cccc(-c2cn3ccsc3n2)c1,-16%,i,-4%,0%[15.6 µM],-4%,-15%,5%,4%
COc1ccc(CNC(=O)c2cc(-c3ccco3)on2)cc1,2%,-47%[inhibitor][57.5 µM],15%,-3%,-5%,0%,10%,0%
CCOC(=O)c1ccc2[nH]c3c(c2c1)CN(C)CC3,1%,i,-14%,-2%,-8%,0%,-14%,7%
Cc1onc(-c2ccccc2)c1C(=O)Nc1cccc(OC(C)C)c1,-1%,-11%[57.5 µM],20%,17%,12%,18%,-6%,-5%
COc1cc(/C=N/n2c(C3CCCCC3)n[nH]c2=S)ccc1O,1%,i,-5%,8%,2%,-3%,11%,2%
CCC(C)C(=O)Nc1cc(C(=O)OC)ccc1C(=O)OC (configuration not stated),0%,i,-12%,-1%,4%,0%,6%,28%
COc1ccc(C)cc1NC(=O)c1nc2nc(C)cc(C)n2n1,-3%,-17%,0%,3%,-2%,?,-3%,20%
C=CCn1cccc(C(=O)Nc2cc(OC)c(OC)c(OC)c2)c1=O,-1%,-7%,22%,13%,5%,10%,-6%,4%
Cc1cccc(NC(=S)N(Cc2cccs2)Cc2cc3cc(C)cc(C)c3[nH]c2=O)c1,?,i,.,-1%,-8%,-17%,9%,3%
CCC1CCCCN1CCNC(=O)c1[nH]c(C)c(C(C)=O)c1C (configuration not stated),-4%,-4%[57.5 µM],3%,2%,-1%,1%,1%,10%

# Some of the compounds tested; count on the stated rates, not on these rows.
